Assay outcomes (PubChem BioAssay)
hgDAF-12 ag: hgDAF-12 agonism, primary luciferase screen; HEK293 GAL4-hgDAF12 UAS-luciferase reporter, agonist luminescence; normalized to butyrate control; activation, % at 6.8 µM; actives 1.8% (n = 370,000); AID 687014;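 active means activation above a cutoff set at the mean of all screened compounds plus 3 SD, cut at about 10% in these data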;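 further: 0% = DMSO wells and 100% = sodium butyrate wells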
ADAM17 inh: inhibits human ADAM17. P78536. recombinant ADAM17, EDANS/DABCYL FRET peptide cleavage. inhibition, % at 6.95 µM. actives 0.83% (n = 370,000). AID 720648;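 active means inhibition above the mean of compounds lying between control limits plus 3 SD, set per campaign, cut at about 8.5% in these data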;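 further: 0% = DMSO-only wells as the low control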
Target sequence (P78536 215-824 limits assumed): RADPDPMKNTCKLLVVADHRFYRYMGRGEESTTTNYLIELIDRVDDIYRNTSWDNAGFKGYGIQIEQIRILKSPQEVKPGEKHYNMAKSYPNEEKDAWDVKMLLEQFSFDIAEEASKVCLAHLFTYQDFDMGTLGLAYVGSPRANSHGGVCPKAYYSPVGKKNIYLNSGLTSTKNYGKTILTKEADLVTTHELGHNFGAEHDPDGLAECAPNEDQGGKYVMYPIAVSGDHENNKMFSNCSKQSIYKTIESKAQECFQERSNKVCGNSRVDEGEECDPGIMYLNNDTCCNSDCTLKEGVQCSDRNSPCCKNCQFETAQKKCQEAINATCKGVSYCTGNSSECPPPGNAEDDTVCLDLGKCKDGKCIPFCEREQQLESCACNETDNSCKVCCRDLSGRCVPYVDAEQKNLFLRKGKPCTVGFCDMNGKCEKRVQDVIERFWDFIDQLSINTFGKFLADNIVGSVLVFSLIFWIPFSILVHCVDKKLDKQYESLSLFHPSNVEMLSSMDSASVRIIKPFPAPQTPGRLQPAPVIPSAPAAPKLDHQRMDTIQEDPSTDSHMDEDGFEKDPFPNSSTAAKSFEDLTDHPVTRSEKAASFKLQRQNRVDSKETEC
ADAM10 inh: inhibits human ADAM10. O14672. recombinant ADAM10, EDANS/DABCYL FRET peptide cleavage, 3 h. inhibition, % at 7 µM. actives 0.62% (n = 370,000);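 active means inhibition above a per-campaign cutoff equal to the mean of compounds falling between control-based bounds plus 3 SD, cut at about 20% in these data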;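 further: 0% = DMSO wells while the 100% control is not disclosed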
Target sequence (O14672 214-748 limits assumed): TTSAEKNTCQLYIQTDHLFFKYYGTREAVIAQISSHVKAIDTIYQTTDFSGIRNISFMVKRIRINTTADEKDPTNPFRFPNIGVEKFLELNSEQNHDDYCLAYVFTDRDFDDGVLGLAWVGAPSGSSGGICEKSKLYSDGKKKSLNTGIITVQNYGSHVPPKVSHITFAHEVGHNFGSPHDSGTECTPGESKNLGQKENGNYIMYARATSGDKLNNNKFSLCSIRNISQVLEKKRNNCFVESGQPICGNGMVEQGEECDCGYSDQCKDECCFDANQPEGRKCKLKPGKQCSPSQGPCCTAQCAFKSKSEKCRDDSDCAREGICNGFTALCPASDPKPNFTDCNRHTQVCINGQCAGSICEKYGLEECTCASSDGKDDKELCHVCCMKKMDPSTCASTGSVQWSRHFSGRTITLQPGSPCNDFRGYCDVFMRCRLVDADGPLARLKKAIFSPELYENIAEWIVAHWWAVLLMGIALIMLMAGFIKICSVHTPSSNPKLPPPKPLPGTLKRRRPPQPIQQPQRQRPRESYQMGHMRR
hcDAF-12 act: activators of H. contortus DAF-12 nuclear receptor | actives 1.4% (n = 370,000) | HEK293 hcDAF-12 lit1-tk-luc reporter, luminescence; 0% DMSO, 100% Δ7-dafachronic acid | activation, % at 6.8 µM;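 active means activation above the mean of all tested compounds plus 3 SD, cut at about 5.5% in these data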;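 further: 100% = response to 3 µM Δ7-dafachronic acid high control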
PLC-gamma1 inh: blocks human PLC-gamma1 enzyme activity. purified PLC-gamma1, fluorogenic substrate, fluorescence. inhibition, % at 12.2 µM. actives 0.84% (n = 370,000). AID 720700; in the data active means inhibition above about 9.5%
DAX1 inh-1: inhibitors of DAX1 repression of SF-1 activated StAR promoter; HEK293T StAR-luciferase reporter, SF-1/DAX-1 repression relief; inhibition, % at 6.8 µM; actives 1.1% (n = 370,000); AID 652010;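 active means inhibition above the mean over all tested compounds plus 3 SD, cut at about 3.6% in these data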;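 further: 0% = DAX-1 cells with DMSO and 100% = cells lacking DAX-1 with DMSO; higher inhibition means more luminescence from relief of DAX-1 repression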
HGIII-sPLA2 inh: Blocks human group III sPLA2 activity; QFRET BODIPY PC-A2 liposome hydrolysis, fluorescence; inhibition, % at 12.2 µM; actives 0.56% (n = 370,000); AID 743126;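 active means inhibition above mean plus 3 SD of compounds lying within the high and low control bounds, cut at about 19% in these data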;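 further: 0% = median of test compound wells and 100% = no enzyme DMSO wells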
FXN GAA850 act: frataxin GAA850 promoter activation. actives 0.56% (n = 360,000). HEK293 lucGAA850 FXN promoter luciferase reporter, 24 h; percent of 10 µM SAHA response. activation, % at 6 µM;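 active means activation above the average of all compounds screened plus 3 SD, cutoff fixed separately per campaign, cut at about 7.5% in these data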;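 further: 0% = DMSO wells and 100% = 10 µM SAHA wells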
DAX1 inh-2: inhibitors of human orphan nuclear receptor DAX1 (NR0B1) | HEK293 Gal4-DAX1 luciferase reporter, luminescence | inhibition, % at 6.75 µM | actives 0.99% (n = 340,000) | AID 504766;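 active means inhibition above the mean over all tested compounds plus 3 SD, cut at about 4.2% in these data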;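 further: 0% = DAX1-transfected cells with DMSO and 100% = empty-vector control cells with DMSO; inhibition shows as a rise in luminescence from relieved DAX1 repression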
ssDAF12 agonist: S. stercoralis DAF-12 activation, primary screen; HEK293 ssDAF-12/GRIP1 lit1-tk-luc reporter, luminescence; % of 3 µM dafachronic acid response; activation, % at 6.8 µM; actives 1% (n = 370,000);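 active means activation above the mean over all tested compounds plus 3 SD, cut at about 0.9% in these data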;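 further: 0% = DMSO-only wells and 100% = 3 µM delta7-dafachronic acid wells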
PLCb3 inh: PLC-beta3 (human) inhibition, primary screen. actives 0.18% (n = 370,000). Purified PLC-beta3, fluorogenic substrate, fluorescence. Q01970. AID 720704. inhibition, % at 12.2 µM; in the data active means inhibition above about 11%;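 further: 0% = median of compound wells on plate and 100% = full blocker control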
Starred values were filed as active, the others as inactive; i = inactive; . = not tested or not shown.

SMILES	hgDAF-12 ag	ADAM17 inh	ADAM10 inh	hcDAF-12 act	PLC-gamma1 inh	DAX1 inh-1	HGIII-sPLA2 inh	FXN GAA850 act	DAX1 inh-2	ssDAF12 agonist	PLCb3 inh
CCOc1ccc(CCNC(=O)CS(=O)Cc2nc(-c3ccc(OC)c(OC)c3)oc2C)cc1OCC (configuration not stated)	0.9	-4	-3	0.8	-3	-0.7	0	1.4	-0.4	-1.4	-8
COc1cccc2cc(-c3nnc(SCC(=O)Nc4cc(C(F)(F)F)ccc4Cl)n3N)oc12	0.1	-7	-4	-2.0	-4	-0.6	-4	-3.0	2.2	-1.5	2
CC(NS(=O)(=O)c1ccc(Br)cc1)C(N)=O (configuration not stated)	-1.9	0	2	-0.3	5	-1.3	5	1.4	1.8	-1.7	5
Cc1ccc(S(=O)(=O)N2CCN(C3CC(=O)N(Cc4ccccc4)C3=O)CC2)cc1C (configuration not stated)	-2.1	0	-1	-1.5	-1	0.3	-18	-0.5	-0.8	-1.6	-1
CC(=O)N1CCN(C(=O)c2ccc(Cl)c(S(=O)(=O)N3CC(C)OC(C)C3)c2)CC1 (configuration not stated)	-0.8	-2	-5	-1.7	-1	0.1	19	-0.9	0.1	-0.4	0
Cc1cc(C)nc(SCC(=O)Nc2nc(-c3ccccc3)c(-c3ccccc3)o2)n1	0.4	1	6	-2.9	-4	-1.2	-18	2.8	-1.5	-1.4	-6
C[C@@H](CSc1ccc(Br)cc1)CN1CC[C@H](O)CCC1=O	1.4	-2	0	-2.4	0	-0.5	0	0.7	0.2	-1.3	1
COc1ccc(NC(=O)CN(C)C(=O)/C=C/c2cn(Cc3ccccc3)nc2-c2cccnc2)cc1	-2.5	-1	-15	-2.7	-2	0.3	10	0.5	-1.3	-1.5	-12
O=c1[nH]c(CSc2ncccn2)nc2c1cnn2-c1ccccc1	2.8	-3	-6	-0.1	-12	-1.2	-10	0.7	0.2	-1.1	-14
CCCC(=O)NCCc1ccc(F)cc1	1.7	-3	-14	-2.4	-9	0.4	5	-1.1	-1.8	-0.7	0
CCN(CC)S(=O)(=O)c1ccc(OC)c(NC(=O)c2cc([N+](=O)[O-])ccc2N2CCOCC2)c1	2.2	-1	-7	-1.9	0	-0.4	6	0.2	1.8	-1.0	5
CC1CCN(C(=O)CN(c2ccccc2)S(=O)(=O)N(C)C)CC1	0.3	-2	5	1.2	2	-0.4	5	-0.6	-1.0	-0.3	1

Single records (already shown). Values in the order: hgDAF-12 ag, ADAM17 inh, ADAM10 inh, hcDAF-12 act, PLC-gamma1 inh, DAX1 inh-1, HGIII-sPLA2 inh, FXN GAA850 act, DAX1 inh-2, ssDAF12 agonist, PLCb3 inh
C[C@@H](CSc1ccc(Br)cc1)CN1CC[C@H](O)CCC1=O as listed: 1.4, -2, 0, -2.4, 0, -0.5, 0, 0.7, 0.2, -1.3, 1
Cc1cc(C)nc(SCC(=O)Nc2nc(-c3ccccc3)c(-c3ccccc3)o2)n1 as listed: 0.4, 1, 6, -2.9, -4, -1.2, -18, 2.8, -1.5, -1.4, -6

Following part.
SMILES	hgDAF-12 ag	ADAM17 inh	ADAM10 inh	hcDAF-12 act	PLC-gamma1 inh	DAX1 inh-1	HGIII-sPLA2 inh	FXN GAA850 act	DAX1 inh-2	ssDAF12 agonist	PLCb3 inh
CC1Cc2ccccc2N1C(=O)CSc1nnnn1Cc1ccccc1 (configuration not stated)	-2.5	-4	-1	-1.7	0	-1.0	0	0.1	0.7	-1.0	-1
CCOC(=O)N1CCN(S(=O)(=O)c2ccc3c(c2)C(C)C(=O)N3)CC1 (configuration not stated)	-0.4	-13	-53	-1.1	-37	0.8	-24	-0.5	0.6	-1.1	-48
O=C(Cn1nnc2c(sc3nc4c(c(-c5ccccc5)c32)CCC4)c1=O)c1ccccc1	-1.1	-7	-7	0.3	3	1.0	4	0.5	0.3	-1.3	0
COc1ccc(OC)c(N2C(=O)C(Cl)=C(N3CCCCC3)C2=O)c1	0.1	0	4	-1.0	-1	-0.6	-1	0.4	1.6	-1.4	2
COc1ccc2oc(=N)c(C(=O)Nc3ccccc3)cc2c1	5.8	-38	-93	1.8	-201	2.4	10	2.8	2.2	-0.6	-232
Cc1csc(NC(=O)CCc2nc3ccccc3s2)n1	3.4	0	4	3.5	-4	0.2	-2	1.4	-0.1	-0.6	-5
CCOC(=O)C1CCN(Cc2c(C(=O)N3CCOCC3)nc3c(C)cccn23)CC1	-1.5	-6	-8	0.1	1	-1.6	11	-0.5	0.4	-0.6	-10
C[C@@H]1CN([C@@H](C)CO)C(=O)CCCn2nncc2CO[C@H]1CN(C)Cc1ccc(Oc2ccccc2)cc1	6.2	1	0	-1.9	0	-0.6	-17	-1.6	3.5	-1.6	-2
Cn1c(C(=O)N2CCCCCC2)cc2c(=O)n(C)c3ccccc3c21	0.4	2	-12	0.4	3	0.1	-2	1.1	0.6	-1.1	3
Cc1cnc(C(=O)N2CCCC(N3CCN(c4ccccc4C)CC3)C2)cn1 (configuration not stated)	-1.3	2	6	-0.6	5	-0.4	4	0.5	-0.2	-1.4	-1
OC(COc1cccc2ccccc12)CN1CCN(c2cccc(Cl)c2)CC1 (configuration not stated)	2.4	5	17	-0.8	3	0.4	-6	-0.1	0.0	-1.2	-6
Oc1ccc(/C=N/Nc2nc(N3CCCCCC3)nc(N3CCCCCC3)n2)c(O)c1	2.2	7	16	-1.0	-11	-0.4	-20	3.8	-0.7	-1.8	-22
O=C(O)/C=C/C(=O)Nc1ccc(OC(F)(F)F)cc1	1.7	-3	-6	1.4	-1	-0.3	3	0.5	-1.9	-0.9	-4
Cc1cc(-n2c(SCC(=O)Nc3ccc(Br)cc3)nc3n[nH]c(C)c3c2=N)ccc1Cl	-1.3	-4	-12	-1.6	-5	-0.3	0	3.4	0.4	-1.1	-7
CC(NC(=O)CSc1nc2ccccc2n1CCC#N)c1ccc(F)cc1 (configuration not stated)	-0.1	-5	-2	-0.4	1	-0.4	-2	1.2	-0.3	-1.1	3
COc1cc(OC)cc(C(=O)N[C@H](C(=O)OCC(=O)Nc2ccc3c(c2)OCO3)C(C)C)c1	2.4	2	-2	0.2	0	-1.4	-7	-2.3	0.3	-1.4	1
COc1ccccc1CCC(=O)Nc1nc2ccccc2[nH]1	6.3	-5	-5	1.7	0	-0.4	2	-4.0	0.3	-0.2	-1
Cc1n[nH]c(=O)c2c(NC(=O)CSc3nn(-c4ccc(F)cc4)c(=S)s3)oc(C)c12	5.7	-2	-1	0.8	-8	0.5	-1	0.1	-0.1	-0.9	-10
Cc1ccc(S(=O)(=O)N(C)C(C)CCc2ccco2)cc1 (configuration not stated)	4.2	0	-1	0.6	-1	-1.3	-19	0.6	-0.6	-0.6	-2
COc1cc(/C=N/NC(=O)CNC(=O)/C=C/c2ccco2)cc(OC)c1OC	-0.2	-2	-2	1.3	-3	0.0	-2	3.3	3.3	-0.7	-5
O=c1cccc(-c2ccc3ccccc3c2)o1	6.7	-3	-25	0.1	-3	6.6*	13	.	.	-0.6	-4
Cc1ccc2nc(SCC(=O)Nc3ccc4c(c3)OCCO4)[nH]c2c1	0.6	-2	-2	-1.6	-6	-1.2	-17	-0.3	-1.3	-1.0	-4
COc1ccc(S(=O)(=O)N2CCCc3ccccc32)cc1OC	1.1	-2	1	-0.4	-1	-0.1	-6	2.8	0.9	-0.9	-14
CN1c2ccccc2C(=O)NC1c1ccc(Cl)cc1 (configuration not stated)	-1.0	-280	i	-1.5	-268	-0.2	3	1.3	0.1	-1.2	-383
O=C(Nc1nnc([C@H]2C[C@H](O)[C@@H](CO)O2)s1)NC(c1ccccc1)c1ccccc1	0.7	7	-3	2.0	12*	1.0	-20	-1.6	.	-0.4	3
Cc1c(NS(=O)(=O)c2cccc(C(=O)OCC(=O)c3ccc(Cl)cc3)c2)c(=O)n(-c2ccccc2)n1C	-0.1	-1	-5	-1.4	-3	3.1	-44	0.6	0.1	-1.4	-5
Cn1c(COc2ccccc2)nnc1SCCC(=O)Nc1ccccc1	-1.9	-1	-3	-2.5	1	-1.1	-7	-0.6	-0.9	-1.2	3
CNC(=O)c1ccc(NC(=O)c2cc(S(=O)(=O)N(C)C)ccc2N2CCCC2)cc1	-1.7	-5	-11	0.1	-8	-0.8	-8	-0.8	-1.0	-0.7	-3
Cc1ccc(NS(=O)(=O)c2ccc(/C=C/C(=O)O)cc2)cc1Cl	5.3	2	5	1.0	2	0.6	-10	2.8	-1.3	-0.8	2
Cc1ccc(NC(=S)Nn2cnnc2)c(C)c1	-0.8	-1	-11	0.8	-1	-0.4	4	0.4	1.8	-0.2	-2
O=C(COC(=O)c1ccc([N+](=O)[O-])o1)Nc1nc2ccccc2s1	1.9	-2	0	2.0	-3	-0.1	-2	-0.6	-1.5	-1.2	-6
Cc1c(C(c2ccc(N(C)C)cc2)c2c(C)n(C)n(-c3ccccc3)c2=O)c(=O)n(-c2ccccc2)n1C	-8.4	-1	-7	-0.6	3	-0.5	10	-0.3	-1.5	-1.5	-4
Cc1cc(/C=N/NC(=O)C(=O)NCc2ccccn2)c(C)n1-c1ccccc1	0.2	1	0	0.5	0	-0.5	-2	-0.1	0.2	-1.3	-5
S=c1[nH]nc(-c2ccccn2)n1/N=C/c1cccs1	1.1	-1	-1	0.5	0	0.1	-1	2.0	1.2	-1.2	0
CCCc1cc(=O)[nH]c(SCC(=O)Nc2sc3c(c2C(N)=O)CCCC3)n1	0.5	-9	-19	-0.3	-5	-2.5	-8	0.0	1.0	-1.4	-13
CCCCN(C)Cc1c(O)ccc2c(=O)c(-c3ccccc3OC)coc12	-0.2	i	i	0.0	i	0.1	2	-0.4	2.2	-0.9	i
O=C(Nc1ccc2c(c1)CCCN2C(=O)c1cccs1)c1cccc(F)c1	-6.1	-2	0	-3.6	-1	-1.1	-1	-4.2	-0.9	-1.9	-5
COc1ccc(CCN2Cc3c(N)cccc3C2=O)cc1OC	-1.2	2	3	0.6	4	0.6	3	0.8	1.3	-1.0	-7
COc1ccc(S(=O)(=O)N(C)C[C@H]2Oc3c(NC(=O)Nc4c(C)noc4C)cccc3C(=O)N([C@H](C)CO)C[C@@H]2C)cc1	2.5	0	7	-1.8	-1	-0.7	-9	-3.1	0.2	-1.2	4
Cc1ccc(CNC(=O)c2ccc(N3CCC4(CC3)CC(c3ccccc3)=NO4)c(N)c2)cc1	-1.2	-2	-13	-1.4	-1	0.0	7	0.9	1.8	-0.9	-3
CC(C)(C)c1ccc(-c2n[nH]c(=S)n2Cc2ccccc2)cc1	-0.6	2	9	-0.8	-2	-0.5	0	2.2	-0.6	-1.3	-3
CCOC(=O)c1nn(-c2ccccc2)c2nnc(Cc3ccccc3)c(=O)n12	-0.3	0	4	2.6	-2	-0.3	16	3.0	-1.2	-0.8	0
Cc1cc(NS(=O)(=O)c2ccc(NC(=O)c3ccc([N+](=O)[O-])c(Cl)c3)cc2)no1	-2.2	-4	0	-1.5	1	1.4	-26	2.0	-0.3	-0.6	-8
O=C(CNS(=O)(=O)c1ccccc1)N1CCN(c2ncccn2)CC1	1.1	-4	-18	-1.1	-1	-0.2	4	.	.	-0.5	-3
CCOC(=O)C1=CNS(=O)(=O)NC1c1ccc(C(=O)OC)cc1 (configuration not stated)	-0.1	-13	-60	-0.2	-19	0.2	4	2.1	-0.5	0.6	-24
